High-throughput results: PubChem BioAssay, National Center for Advancing Translational Sciences (NCATS)
SW480 rereplic: A quantitative high throughput screen for small molecules that induce DNA re-replication in SW480 colon adenocarcinoma cells; hit rate 1.8% among 340,000; AID 624297, 2012; Potency, µM (top dose mostly 46.1 µM), for inactives: at the highest dose re-replication activation, usual class: activators; SW480 DNA re-replication, Hoechst DNA content imaging, 48 h; further: potency means the concentration at half of the fitted maximal effect; % of control where 0% means no effect; nearly all actives have a fitted effect of over 55% in size
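Per well, 250 cells were exposed to pinned compound for 48 hr. Nuclear DNA was visualised with Hoechst (40 min, 37 C) and total object intensity recorded by fluorescence scanning.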
IL1B secr inh: qHTS for Inhibitors of Inflammasome Signaling: IL-1-beta AlphaLISA Primary Screen. THP-1 LPS/ATP IL-1B secretion, AlphaLISA, 16 h; stronger effect = lower value. AID 743279, 2014. hit rate 4.7% among 360,000. activity change, % at 57.5 µM; in the data active means activity change below about -50%; inconclusive means mostly about -30% to -49%; further: on the % scale 0 is the no-effect control and ±100 the full control effect
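THP-1 cells pretreated 1 hr with compounds (up to 57.5 uM final), then stimulated with LPS (250 ng/mL final) plus ATP (1.25 mM final); secreted IL-1B measured by AlphaLISA after 16 hr, decreased signal indicating inhibition.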
ATXN viability: Viability Counterscreen for Primary qHTS for Inhibitors of ATXN expression | S2 cells (HEK-293 line with an ATXN2-luciferase reporter) viability, CellTiter-Fluor protease fluorescence, 24 h | Potency, µM (series often up to 56.7 µM), actives largely listed as cytotoxic | hit rate 0.49% among 400,000 | AID 651635, 2014; further: potency means the concentration at half of the fitted maximal effect; nearly all actives have a fitted effect of over 40% in size
HepG2 viability: qHTS for Inhibitors of TGF-b: Cytotox Counterscreen | HepG2 CAGA-GFP viability, ATP luminescence, 18 h | Potency, µM (doses to about 46.1 µM), inactives show at the top dose activity change, negative = cytotoxicity, actives largely listed as cytotoxic | hit rate 0.76% among 410,000 | AID 588856, 2011; further: potency means the concentration at half of the fitted maximal effect; some results filed as inactive show a strong effect at the top dose
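HepG2 CAGA-GFP cells (1000/well, DMEM with 1% FBS) received compound, then TGF-beta at 500 pg/mL final, and were incubated 18 hours at 37 degrees C. Viability was read by CellTiter-Glo luminescence. Media-only wells were set as complete cell-killing and DMSO as no toxicity.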
ATXN2 expr inh: Primary qHTS for Inhibitors of ATXN expression; HEK-293 ATXN2-luciferase reporter, luminescence, 24 h; Potency, µM (highest dose often 57 µM), for inactives: at the highest dose activity change, negative = inhibition, most hits filed as inhibitors; hit rate 0.72% among 360,000; further: potency means the concentration at half of the fitted maximal effect; on the % scale 0 is the no-effect control and ±100 the full control effect; nearly all actives have a fitted effect of over 55% in size
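qHTS (up to 57 uM final) was run with 24 h compound exposure of reporter cells at 37 °C. Each well was multiplexed: SteadyGlo luminescence measured ATXN2-luciferase expression after a fluorogenic Gly-Phe-AFC viability readout (25 uM final).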
MCF10A rerep: A quantitative high throughput screen for small molecules that induce DNA re-replication in MCF 10a normal breast cells. MCF 10A DNA re-replication, Hoechst nuclear intensity, 48 h. hit rate 2.9% among 350,000. AID 624296, 2012. Potency, µM (top dose mostly 46.1 µM), for inactives: at the top dose activity, positive = re-replication, most hits filed as activators; further: potency means the concentration at half of the fitted maximal effect; % of control where 0% means no effect; nearly all actives have a fitted effect of over 50% in size
HT1080 IDH1KD tx: qHTS for induction of synthetic lethality in tumor cells producing 2HG: qHTS for the HT-1080-IDH1KD cell line. hit rate 2% among 360,000. Potency, µM (top dose mostly 46.1 µM), for inactives: at the top dose activity, negative = toxicity, most hits filed as cytotoxic. HT-1080 IDH1 knockdown viability, ATP luminescence, 48 h;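 further: potency means the concentration at half of the fitted maximal effect; 0% = DMSO wells and -100% = cell-free medium wells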
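Assay cells: HT-1080 with IDH1 knockdown, 750 per well, RPMI/5% FBS. Exposure: 48 h at 37 °C following 2 h pre-incubation. Read: CellTiter-Glo luminescence; fitted concentration-response, curve class assigned.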
HT1080NT lethal: qHTS for induction of synthetic lethality in tumor cells producing 2HG: qHTS for the HT-1080-NT fibrosarcoma cell line; HT-1080-NT fibrosarcoma viability, CellTiter-Glo ATP luminescence, 48 h; Potency, µM (highest dose often 46.1 µM), without a hit: at the highest dose activity, negative = less viability, most hits filed as cytotoxic; hit rate 1.6% among 360,000;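 further: NT is the 2HG producing partner of a matched IDH1 knockdown line; potency means the concentration at half of the fitted maximal effect; 0% = DMSO-treated cells and -100% = media-only wells without cells; nearly all actives have a fitted effect of over 55% in size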
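HT-1080-NT fibrosarcoma cells (2HG-overproducing), 750 cells/well in RPMI with 5% FBS, dosed after 2 h and incubated 48 h at 37C. CellTiter-Glo luminescence normalized to DMSO and no-cell wells; concentration-response curves fitted and classed.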
KB-3-1 cytotox: qHTS assay for MDR1-selective chemotherapeutics: Primary screen using the parental adenocarcinoma cell KB-3-1 | KB-3-1 viability, CellTiter-Glo ATP luminescence, 72 h | Potency, µM (titrated, usually from 46.1 µM), for the others: top-dose activity change, negative = cytotoxic, most hits filed as cytotoxic | hit rate 1.4% among 400,000; further: potency means the concentration at half of the fitted maximal effect; on the % scale 0 is the no-effect control and ±100 the full control effect; nearly all actives have a fitted effect of over 60% in size
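Using CellTiter-Glo luminescence, growth of non-resistant KB-3-1 adenocarcinoma cells is assessed 72 h after pin-tool compound addition at 37 °C. Normalized responses across the concentration series yield fitted curves.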
* = called active by the depositor; i = inactive; ? = inconclusive; . = not tested or not shown; & = joins results of further samples; [ ] = remark or other dose. Unless noted, the call rests on the fitted dose curve; in most records, active means well fitted curve in the direction sought with a large enough effect; inconclusive means small, poorly fitted or top-dose-only effect, or another doubt; inactive means no such curve, though single readings can be large; an effect the other way counts as inactive or inconclusive.

SMILES	SW480 rereplic	IL1B secr inh	ATXN viability	HepG2 viability	ATXN2 expr inh	MCF10A rerep	HT1080 IDH1KD tx	HT1080NT lethal	KB-3-1 cytotox
C=CC[C@@H](CC(=O)N[C@@H](CO)Cc1ccccc1)C(=O)N[C@@H](C)COC(=O)[C@@H](CC=C)Cc1ccc(F)cc1	0%	5	i	-9%	-14%	-25%	-2%	-3%	10%
CCc1c(C)nc2ccc(Br)cc2c1SCCC#N	2%	-183*	i	-26%	5%	?	?	-2%	6%
CCOC(=O)c1c(C)c(-c2ccccc2)n(CC(=O)NC2CCCCC2)c1C	.	.	i	-6%	12%	.	.	.	0%
COc1ccccc1C(=O)Nc1c(C)cc(Br)cc1C	28%	9	i	1%	.	?	-3%	-7%	6%
O=S(=O)(NCc1ccncc1)c1ccc(Br)s1	-2%	-9	i	-28%	-23%	2%	-12%	-9%	-24%
CC1=C(C#N)C(C)(C)C(C#N)=C(C)N1	.	5	i	1.1µM*	.	.	0%	-4%	6%
CCOC(=O)N1C(=O)NC(=O)C1c1ccccc1 (stereo unspecified)	-1%	6	i	1%	3%	-2%	11%	11%	7%
Cc1ccc(C)c(NC(=O)CCC(=O)NNC(=O)COc2cc(C)ccc2C)c1	-25%	i	i	-13%	-3%	-11%	1%	-2%	-3%
Cc1ccc(CCNC(=O)c2ccc(NC(=O)N3CC(C)Sc4ccccc43)cc2)cc1 (stereo unspecified)	.	.	i	-17%	0%	.	.	.	-6%
COC(=O)CC1(CC(N)=O)SCCS1	12%	29	i	14µM*	-9%	2%	?	-4%	?
Oc1ccc(Cc2ncc(C(F)(F)F)cc2Cl)cc1	10%	-2	i	-24%	-11%	?	-7%	-6%	-1%
COC(=O)C[C@H]1c2cc(F)ccc2S(=O)(=O)N1c1ccc(N(C)C)cc1	-20%	25	i	3%&18%	73%[activator]	2%	6%	-1%	?
Cc1cc(C)c(NC(=O)C2CC(=O)N(C3CCCC3)C2)c(C)c1 (stereo unspecified)	-10%	4	i	3%	-9%	-2%	8%	0%	5%
COc1ccc(S(=O)(=O)n2nc(OC(=O)c3c(-c4ccccc4Cl)noc3C)cc2N)cc1	-4%[9.22 µM]	-24	i	-29%	-1%	1.6µM*	?	?	?
COC(=O)c1cc(S(=O)(=O)NCc2ccc3c(c2)OCO3)cn1C	0%	27	i	-4%	0%	4%	20%	16%	-3%
CCN(CC)c1c(C)nc2ccc(C(=O)N3CCN(C(=O)c4ccco4)CC3)cn12	.	34	i	0%	0%	.	2%	-8%	28%
COc1ccc(C(C)=O)cc1CSc1nc2ccccc2c(=O)n1-c1cccc(C)c1	?	-6	?	-13%	?	?	-16%	-16%	0%
CCOC(=O)[C@]12CCCC=C1N(Cc1ccc3c(c1)OCO3)C(=O)[C@H](CC(=O)NCc1cccc(C(F)(F)F)c1)C2	.	0	?	.	-5%	.	16µM*	10µM*	-29%
O=C(COc1ccc(Br)cc1Cl)NC(=O)NC1CCCC1	0%	-3	i	3%	.	0%	-13%	-14%	2%
CO/N=C/C1CCN(c2ncc(C(F)(F)F)cc2Cl)C1=O (stereo unspecified)	-3%	3	i	1%	-21%[11.3 µM]	-2%	17%	12%	-7%

4 compounds from above with just HepG2 viability.
| smiles | HepG2 viability |
| --- | --- |
| COc1ccccc1C(=O)Nc1c(C)cc(Br)cc1C | 1% |
| O=S(=O)(NCc1ccncc1)c1ccc(Br)s1 | -28% |
| CC1=C(C#N)C(C)(C)C(C#N)=C(C)N1 | 1.1µM* |
| CCOC(=O)N1C(=O)NC(=O)C1c1ccccc1 (stereo unspecified) | 1% |

Among those listed so far, these contain a cyano group.
SMILES	SW480 rereplic	IL1B secr inh	ATXN viability	HepG2 viability	ATXN2 expr inh	MCF10A rerep	HT1080 IDH1KD tx	HT1080NT lethal	KB-3-1 cytotox
CCc1c(C)nc2ccc(Br)cc2c1SCCC#N	2%	-183*	i	-26%	5%	?	?	-2%	6%
CC1=C(C#N)C(C)(C)C(C#N)=C(C)N1	.	5	i	1.1µM*	.	.	0%	-4%	6%

Of the compounds above, these contain a Cl atom:
SMILES	SW480 rereplic	IL1B secr inh	ATXN viability	HepG2 viability	ATXN2 expr inh	MCF10A rerep	HT1080 IDH1KD tx	HT1080NT lethal	KB-3-1 cytotox
Oc1ccc(Cc2ncc(C(F)(F)F)cc2Cl)cc1	10%	-2	i	-24%	-11%	?	-7%	-6%	-1%
COc1ccc(S(=O)(=O)n2nc(OC(=O)c3c(-c4ccccc4Cl)noc3C)cc2N)cc1	-4%[9.22 µM]	-24	i	-29%	-1%	1.6µM*	?	?	?
O=C(COc1ccc(Br)cc1Cl)NC(=O)NC1CCCC1	0%	-3	i	3%	.	0%	-13%	-14%	2%
CO/N=C/C1CCN(c2ncc(C(F)(F)F)cc2Cl)C1=O (stereo unspecified)	-3%	3	i	1%	-21%[11.3 µM]	-2%	17%	12%	-7%

Next part:
SMILES	SW480 rereplic	IL1B secr inh	ATXN viability	HepG2 viability	ATXN2 expr inh	MCF10A rerep	HT1080 IDH1KD tx	HT1080NT lethal	KB-3-1 cytotox
Cc1c(C#N)c2ccccc2n1CC(=O)N1CCCc2ccccc21	1%	5	i	-10%	0%	2%	0%	-4%	-2%
O=S(=O)(N[C@@H]1C[C@H]2CC[C@@H]1C2)c1cccs1	-3%[9.22 µM]	20	i	-3%	-4%	0%	0%	0%	20%
COc1ccc(/C=N/S(=O)(=O)CCc2ccccc2)c(OC)c1	-1%	21	i	1%	1%	0%	11%	6%	-6%
COc1cc(/C=N/NC(=O)Cn2ccc(C(F)(F)F)n2)cc(OC)c1OC	-13%	21	i	-1%	-1%	1%	-2%	0%	30%
O=C(C1=C(O)C(=O)N(CC2CCCO2)C1c1cccnc1)c1ccco1 (stereo unspecified)	-3%	16	i	5%	2%	0%	4%	3%	3%
CCCc1cc(NCCCO)n2c(nc3ccccc32)c1C#N	16%	30	i	1%	-12%	?	-5%	-6%	4%
Cc1cc(/C=C2\NC(=S)NC2=O)c(C)n1-c1cccnc1	?	.	.	-17%	28%	-30%[inhibitor]	-1%	-2%	?
Cc1cc(-c2ccccc2)c(C#N)c(N)n1	-3%	14	i	-5%	-5%	-1%	0%	3%	-8%
CN(C)c1nc(N)c2ncc(=S)[nH]c2n1	?	-65*	i	-40%	28%	29µM*	-19%	-5%	-6%
COc1cccc(NS(=O)(=O)c2cc(-c3cnc(C4CC4)o3)ccc2C)c1	.	.	?	-27%	?	.	.	.	4.1µM*
NC(c1ccccc1)c1ccncc1 (stereo unspecified)	-5%	10	i	4%	.	4%	9%	9%	0%
COc1ccc(OC)c(NS(=O)(=O)c2ccc(N3CCCCS3(=O)=O)cc2)c1	.	.	?	-50%	-21%	.	.	.	?
CC(=O)Nc1cc(S(=O)(=O)Nc2ccc(C)cc2)c(C)cc1C	-5%	0	i	1%	1%	1%	9%	11%	7%
CN1CCN(/N=C/c2ccc(N(c3ccccc3)c3ccccc3)cc2)CC1	14%	-51*	.	4%	0.84µM*	16µM*	-5%	-13%	-63%
Cc1ccc2c(c1)CCO[C@]21O[C@H](CCO)C[C@H](O)[C@H]1O	.	31	i	-2%	1%	.	1%	-1%	-4%
COc1cc2c(cc1OC)C(C)N(C(=O)C1=NN(c3cccc(C)c3)C(=O)CC1)CC2 (stereo unspecified)	5%	30	i	6%	-7%	3%	-12%	-6%	-1%
CCOc1ccc(NC(=O)Cn2c(=O)n(-c3ccccc3)c(=O)c3c4c(sc32)CCCC4)cc1	.	.	?	5%	6%	.	.	.	17%
Cc1ccc(N2C(=O)c3ccc(C(=O)N4CCN(c5ccc(C)c(C)c5)CC4)cc3C2=O)cc1	-14%	18	i	4%	12%	4%	13%	25%	17%
Cc1ccc(S(=O)(=O)c2cnc(SCC(=O)Nc3ccc4c(c3)OCCO4)[nH]c2=O)cc1	.	.	i	-59%	4%	.	.	.	7%
CCOc1cc(C(=O)Nc2ccc(S(=O)(=O)Nc3cc(OC)nc(OC)n3)cc2)cc(OCC)c1OCC	.	.	i	-2%	7%	.	.	.	22%
COc1ccc(/C(N)=N/OC(=O)C2CCCCC2)cc1OC	-2%	0	i	-35%	50%[activator]	12%	2%	-1%	21%
CN(Cc1ccccc1F)c1ccc(S(=O)(=O)N2CCCC2)cn1	-1%	8	i	-19%	-20%	3%	1%	4%	0%
CN(Cc1ccccc1)C(=O)c1ccccc1N(C)S(=O)(=O)c1ccccc1	-142%[inhibitor]	-8	i	1%	-8%	-6%	-3%	-2%	14%
O=C1c2ccccc2C(=O)N1c1cccc2cccnc12	5%	35	i	1%	-11%	14%	-2%	-4%	-1%
O=C1NC(=S)NC1=Cc1ccc2c(c1)CCC2	22%	-9	i	-14%	30%	-1%	18%	18%	4%
Cc1ccccc1NC(=S)N(Cc1cccs1)C1CCCCC1	1%	-3	i	-14%	-18%	19%	-13%	1%	-6%
C=CCSc1nc2sc3c(c2c(=O)[nH]1)CC(C)(CC)OC3 (stereo unspecified)	?	-7	i	11%	-5%	7%	8%	14%	-17%
CC1CCCC(C)N1C(=O)COC(=O)/C=C/c1ccc(Br)o1 (stereo unspecified)	0%	12	i	-8%	15%	-3%	4%	10%	.
